Compound activity deposited in PubChem by Sanford-Burnham Center for Chemical Genomics.
UPR XBP1 act: adaptive UPR (XBP1) activation; CHO-XBP1 luciferase reporter, IRE1-XBP1 UPR activation, luminescence; percent of tunicamycin response, DMSO as zero; activation, % at 20 µM; hit rate 0.33% among 330,000; AID 463104;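 active = versus positive control, 20 µM dose yields 30% or more activation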;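 also: 100% = tunicamycin at 10 µg/mL and 0% = DMSO only wells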
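Material: CHO-XBP1 cells stably carrying IRE1-XBP1-driven luciferase reporter / Amount: 1000 cells per well / Compound: 20 µM, 1% DMSO / Times: 6 h treatment, 37 °C / Detection: luciferase luminescence / Measure: % activation of reporter signal versus tunicamycin and DMSO controls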
tim23-1 inh: tim23-1 yeast growth inhibition | S. cerevisiae tim23-1 growth, BacTiter-Glo luminescence, 24 h | hit rate 1.3% among 330,000 | inhibition, % at 20 µM;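 active = growth inhibition of the mutant yeast at or above 50%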;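 also: temperature-sensitive mutant grown at 25 °C; plate controls were DMSO-treated mutant yeast for no effect and medium wells lacking yeast for full effect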
tim10-1 inh: inhibits growth of tim10-1 mutant yeast | S. cerevisiae tim10-1 ts strain growth, BacTiter-Glo, 24 h | inhibition, % at 20 µM | hit rate 2.2% among 330,000;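 active = inhibition of at least 40%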;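 also: mutant grown at 25 °C; 0% = DMSO wells with yeast and 100% = wells holding no yeast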
GRIN3A LBD mod: modulates the human NR3A ligand-binding domain | NR3A LBD differential scanning fluorimetry, Tm shift; 0% = protein alone, 100% = glycine-bound protein | Tm shift relative to glycine control, % at 25 µM | hit rate 2.5% among 340,000 | AID 1259313;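 active = melting temperature shift of at least 10% of the positive control shift, at one fixed dose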
UPR CHOP act: activators of apoptotic arm of unfolded protein response (CHOP); CHO-CHOP luciferase reporter, UPR activation, luminescence; percent of tunicamycin response over DMSO baseline; activation, % at 10 µM; hit rate 0.34% among 330,000; AID 449763;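 active = at 10 µM dose, activation of 40% or more, normalized to positive control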;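 also: 100% = tunicamycin at 10 µg/mL and 0% = DMSO alone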
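Evaluation: % reporter activation, DMSO baseline versus tunicamycin full activation; System: CHO-CHOP luciferase reporter cell line; Input: 500 cells/well; Incubation: 6 h compound treatment, 37 °C; Measured by: Steady-Glo luciferase luminescence; Dosing: one dose, 10 µM in 0.5% DMSO; Buffer or medium: F12 medium, 10% FBS; Benchmarks: positive tunicamycin 10 µg/mL, negative DMSO alone.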
APJ ag: activates the human apelin receptor APJ; P35414; CHO-K1 APJ PathHunter beta-arrestin, luminescence; 0% DMSO wells, 100% apelin; activation, % at 20 µM; hit rate 0.11% among 330,000; AID 2520;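 active = activation more than six SD over the plate average, tested at 20 µM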;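 also: 0% = DMSO alone and 100% = apelin-13 at 10 nM; some results filed as inactive read as strong as hits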
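Assay system: engineered CHO-K1 APJ arrestin reporter cells; Amount: 1000 CHO-K1 reporter cells seeded per well; Dosing: one dose, 20 µM compound, 1% DMSO; Times: compound stimulation 90 min at 25 °C, detection 60 min; Measured by: luminescent beta-gal fragment complementation, chemiluminescent substrate; Read-out: APJ–arrestin association signal; Controls: DMSO vs Apelin-13 10 nM.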
NALP3 yeast inh: inhibitors of NALP3 inflammasome in yeast. Yeast reconstituted NLRP3/ASC/caspase-1, beta-gal luminescence, 24 h. hit rate 0.39% among 330,000. inhibition, % at 10 µM;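 active = inhibition of 50% or more; inactive = inhibition below 50%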;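 also: plate controls were induced DMSO wells for no effect and uninduced yeast grown without galactose for full effect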
Mdm2 MdmX PPI: inhibitors of human Mdm2/MdmX interaction. inhibition, % at 8 µM. SaOS-2 split-luciferase Mdm2/MdmX complementation, luminescence. O15151+Q00987. hit rate 3% among 330,000;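 active = inhibition of at least 50% at 8 µM in the primary screen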
Target sequence (O15151 whole entry, looked up): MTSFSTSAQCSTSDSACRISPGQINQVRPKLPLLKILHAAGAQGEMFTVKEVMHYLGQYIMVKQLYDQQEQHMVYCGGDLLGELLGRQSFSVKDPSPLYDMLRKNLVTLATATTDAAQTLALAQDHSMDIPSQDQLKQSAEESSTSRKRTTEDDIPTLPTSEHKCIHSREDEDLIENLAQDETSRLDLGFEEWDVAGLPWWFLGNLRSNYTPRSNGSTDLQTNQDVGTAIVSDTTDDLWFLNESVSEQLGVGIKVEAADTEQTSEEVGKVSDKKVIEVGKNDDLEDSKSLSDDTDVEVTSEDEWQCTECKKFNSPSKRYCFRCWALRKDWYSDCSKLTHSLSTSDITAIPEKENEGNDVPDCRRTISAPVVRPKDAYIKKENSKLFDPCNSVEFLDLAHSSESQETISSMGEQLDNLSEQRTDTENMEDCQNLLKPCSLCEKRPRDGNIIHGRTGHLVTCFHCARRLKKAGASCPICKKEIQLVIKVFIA
Target sequence (Q00987 whole entry, looked up): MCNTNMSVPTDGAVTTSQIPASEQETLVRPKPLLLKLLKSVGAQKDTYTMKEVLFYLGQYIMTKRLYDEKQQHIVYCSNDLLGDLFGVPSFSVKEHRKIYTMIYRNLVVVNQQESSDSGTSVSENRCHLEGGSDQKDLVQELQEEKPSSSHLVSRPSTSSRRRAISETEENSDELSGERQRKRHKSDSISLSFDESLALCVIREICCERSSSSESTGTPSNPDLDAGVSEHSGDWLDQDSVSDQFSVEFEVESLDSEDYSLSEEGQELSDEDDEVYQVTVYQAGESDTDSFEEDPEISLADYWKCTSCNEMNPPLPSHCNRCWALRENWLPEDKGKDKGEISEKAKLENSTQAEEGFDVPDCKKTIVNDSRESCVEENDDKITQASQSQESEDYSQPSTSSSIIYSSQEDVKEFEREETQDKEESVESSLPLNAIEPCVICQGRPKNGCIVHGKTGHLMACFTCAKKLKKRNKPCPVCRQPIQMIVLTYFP
TIM10 inh: TIM10 yeast growth inhibition; S. cerevisiae TIM10 strain growth, BacTiter-Glo luminescence, 24 h; inhibition, % at 10 µM; hit rate 1.4% among 330,000; AID 463195;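 active = inhibition of 40% or more at the single tested concentration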;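 also: wild-type TIM10 isogenic control strain grown at permissive 25 °C; 0% = DMSO yeast wells and 100% = minimal medium wells without yeast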
The depositor's hits bear a star; . = not tested or not shown.

SMILES	UPR XBP1 act	tim23-1 inh	tim10-1 inh	GRIN3A LBD mod	UPR CHOP act	APJ ag	NALP3 yeast inh	Mdm2 MdmX PPI	TIM10 inh
O=S(=O)(c1ccc(Br)cc1)n1ccc2ccccc21	0	18	30	2	-0.6	-3	7	11	16
COc1ccccc1-c1ccc(=O)n(CC(=O)NCC2CCCO2)n1 (stereo not drawn)	1	0	-8	-1	-0.1	-2	9	10	-10
CCOc1ccc(N=c2scc(-c3ccccc3)n2CCO)cc1	1	22	24	0	9.2	-6	18	-17	13
O=C(Nc1ccccc1F)Nc1cccc2ccc(O)cc12	3	22	32	2	1.9	1	1	2	14
CCCOc1cc2c(C#N)c(N3CCCC3)nc(N)c2c(N)n1	15	-1	-6	-6	0.0	4	7	4	-5
O=C(CSc1nnc(-c2ccncc2)o1)Nc1cc(F)ccc1F	5	8	4	1	1.6	-3	14	-22	4
Cc1cc(NC(=O)C2CCCCC2)ncc1NC(=O)c1ccccn1	0	1	6	2	2.2	-1	7	-23	12
CC(C)c1ccc(/C=N/n2nnnc2Nc2ccccc2)cc1	-4	2	-4	0	-0.9	0	26	15	1
O=C(c1cc2ccccc2s1)N1CCN(c2ccccn2)CC1	-8	25	29	-1	5.2	0	26	8	13
Cc1cccc(C(=O)NC(=S)NC(C)c2ccccc2)c1 (stereo not drawn)	-1	26	12	1	1.5	-6	24	27	-7

Ordered by the number under NALP3 yeast inh (smallest number first): three from the list above
SMILES,NALP3 yeast inh
CCOc1ccc(N=c2scc(-c3ccccc3)n2CCO)cc1,18
Cc1cccc(C(=O)NC(=S)NC(C)c2ccccc2)c1 (stereo not drawn),24
CC(C)c1ccc(/C=N/n2nnnc2Nc2ccccc2)cc1,26

The main list resumes, starting two compounds before the break.
SMILES	UPR XBP1 act	tim23-1 inh	tim10-1 inh	GRIN3A LBD mod	UPR CHOP act	APJ ag	NALP3 yeast inh	Mdm2 MdmX PPI	TIM10 inh
O=C(c1cc2ccccc2s1)N1CCN(c2ccccn2)CC1	-8	25	29	-1	5.2	0	26	8	13
Cc1cccc(C(=O)NC(=S)NC(C)c2ccccc2)c1 (stereo not drawn)	-1	26	12	1	1.5	-6	24	27	-7
Cc1cc(NC(=O)COC(=O)CCC(=O)c2ccc(F)cc2)no1	2	-5	-7	0	0.2	-6	8	5	-5
CCOc1ccc(OCC(=O)OCC(=O)NNC(=O)c2ccc([N+](=O)[O-])cc2)cc1	-1	-16	-12	1	1.3	3	23	16	-15
O=C(COC(=O)C1=Cc2ccccc2OC1)NC1CCCC1	1	5	-6	0	0.2	-6	-6	13	-6
C[C@H](NC(=O)c1ccccc1)C(=O)OCC(=O)c1c[nH]c2ccccc12	1	10	4	0	2.0	4	1	-5	-1
Cc1ccc(C(=O)CSc2nc3ccccc3c(=O)n2N)o1	3	-1	10	-1	4.3	1	15	-47	9
O=C(NNC(=S)Nc1cccc(Cl)c1)c1ccccc1	-1	3	-7	-6	4.4	-7	23	-16	15
COC(=O)c1ccc(OCC(=O)NCCC2=CCCCC2)c(OC)c1	1	31	-3	0	1.8	-1	23	12	10
CC1CC1C(=O)OCC(=O)Nc1ccc(N=Nc2ccccc2)cc1 (stereo not drawn)	3	18	30	-1	5.5	-3	41	-142	29
O=C(O)c1cc(S(=O)(=O)N2CCCCCC2)ccc1Cl	-2	1	7	0	-1.0	0	14	0	-12
O=C(Nc1ccc([N+](=O)[O-])cc1)c1ccc(S(=O)(=O)N2CCCC2)cc1	6	8	-7	11*	0.8	-4	16	8	-19
CN(C)C(=O)c1ccc(Nc2nnc(-c3ccc(O)cc3)c3ccccc23)cc1	-4	20	15	-10	0.6	-1	17	3	4
COc1cccc(OC)c1NC(=O)Cn1nc(-c2ccc3c(c2)OCCO3)ccc1=O	0	11	0	-3	-0.1	1	5	13	-3
CCCCNC(=O)Cn1cnc2sc(C(=O)OCC)c(C)c2c1=O	-2	16	1	-10	0.4	-19	-7	-18	1
CN1CCN(c2ccc([N+](=O)[O-])c(-n3nc(-c4ccccc4)c4ccccc4c3=O)c2)CC1	0	-1	29	-1	1.0	-4	0	7	23
Cc1cc(C)c(OCC(=O)Nc2ccc(S(=O)(=O)N3CCCC3)cc2)c(C)c1	-3	43	41*	-3	0.8	1	16	19	27
Cc1cccn2c(=O)c(/C=C(\C#N)C(N)=O)c(N3CCN(c4cccc(Cl)c4)CC3)nc12	5	13	22	-5	2.4	-4	15	41	24
CCOC(=O)C1=C(CC)Nc2ccccc2N=C1NC(=O)CCN1C(=O)C2CCCCC2C1=O (stereo not drawn)	-2	13	12	0	-0.6	2	4	-16	-7
CCSc1ncnc2c1sc1nc3c(cc12)COC(C)(C)C3	4	29	24	-5	5.9	2	33	-194	10
C=CCC1(CC=C)CCCN1C(=O)c1cc(COc2cccc(C(F)(F)F)c2)on1	-4	-3	10	3	1.7	5	20	34	0
CC(C)C(NC(=O)C1CCCCC1)C(=O)NCCc1ccccc1 (stereo not drawn)	-1	11	2	-5	0.4	-6	8	13	-7

Some of the entries above in another layout:
Molecule | UPR XBP1 act | tim23-1 inh | tim10-1 inh | GRIN3A LBD mod | UPR CHOP act | APJ ag | NALP3 yeast inh | Mdm2 MdmX PPI | TIM10 inh
CCSc1ncnc2c1sc1nc3c(cc12)COC(C)(C)C3 | 4 | 29 | 24 | -5 | 5.9 | 2 | 33 | -194 | 10
CCOc1ccc(N=c2scc(-c3ccccc3)n2CCO)cc1 | 1 | 22 | 24 | 0 | 9.2 | -6 | 18 | -17 | 13

Continued.
SMILES	UPR XBP1 act	tim23-1 inh	tim10-1 inh	GRIN3A LBD mod	UPR CHOP act	APJ ag	NALP3 yeast inh	Mdm2 MdmX PPI	TIM10 inh
COc1cccc(OC)c1C(=O)NN1CCCCC1	2	-3	2	-2	0.8	-2	4	-1	0
Cn1/c(=N/NC(=O)c2cccc(OC(F)F)c2)sc2ccccc21	0	29	-6	9	1.3	2	13	-5	-3
CCn1cc(C(=O)NCCc2ccc(OC)cc2)c(=O)c2ccc(C)nc21	-3	26	14	-1	-1.0	0	18	18	16
Cc1cc(=O)oc2cc(OCC(=O)Nc3cccc(S(=O)(=O)N(C)C)c3)ccc12	-3	-3	11	0	1.5	-3	0	35	-2
CCCNc1c(NS(=O)(=O)c2cccs2)c(=O)oc2ccccc12	-3	-5	-10	1	-0.6	-6	3	-9	9
Cc1ccc(NC(=O)COc2ccc(Br)cc2CO)cc1S(=O)(=O)N1CCOCC1	-3	2	3	-1	0.2	1	15	15	-3
COc1ccc(NS(=O)(=O)c2cccc(C(=O)N(C)Cc3cccs3)c2)cc1	-2	6	15	-1	-0.7	-3	14	-20	3
Cc1ccc(S(=O)(=O)N2[C@@H](c3ccc(Cl)cc3)C(C(=O)O)=CC[C@H]2c2ccc(Cl)cc2)cc1	-2	28	25	-14	-1.5	-4	10	5	12
CN(Cc1ccc(C(F)(F)F)cc1)C(=O)C1CCC(=O)N(C2CC2)C1 (stereo not drawn)	0	-8	6	3	-0.5	-3	12	10	-6
CCCC(=O)N1CCCC(c2nc(-c3cccs3)no2)C1 (stereo not drawn)	3	4	20	7	3.7	-3	17	-9	1
CN(C)S(=O)(=O)Nc1cccc(NC(=O)CC23CC4CC(CC(C4)C2)C3)c1	3	18	24	.	-1.7	-1	2	16	12
COc1ccc(S(=O)(=O)NCCc2ccccc2)c2cccnc12	0	-1	4	0	0.6	-3	8	31	7
CCOC(=O)Cc1csc(NC(=O)CN2C(=O)c3ccccc3C2=O)n1	-3	17	7	1	1.6	-1	7	10	7
CC1CCN(c2ccc(NC(=O)Cn3c(=O)oc4ccccc43)cc2)CC1	-3	24	0	0	-2.3	0	10	-16	12
Cc1onc(-c2c(F)cccc2Cl)c1C(=O)NCCc1ccc(S(N)(=O)=O)cc1	-4	19	6	1	2.4	-1	4	2	0
Cc1c(CCC(=O)N[C@@H](CC(C)C)C(=O)O)c(=O)oc2cc3oc4c(c3cc12)CCCC4	-8	21	18	-2	-3.4	0	19	10	11
Cc1cc(OCC(=O)N(C)Cc2ccccc2)cc(C)c1Cl	-2	23	3	5	1.3	-3	22	-7	-2
CN1C(=O)NC(c2ccccc2)C2=C1CN(c1cccc(C(F)(F)F)c1)C2=O (stereo not drawn)	0	18	24	0	1.0	4	6	15	12
COc1c(C)cc(C(=O)C2CCCN(C(=O)CCc3scnc3C)C2)cc1C (stereo not drawn)	-1	16	19	-1	-0.2	-3	9	32	6
CCCCn1c(N)c(N(CCOC)C(=O)CC(NC(=O)c2ccccc2)c2ccccc2)c(=O)[nH]c1=O (stereo not drawn)	-2	5	5	0	-0.3	5	20	12	5
O=S(=O)(c1cc(Br)ccc1Br)N1CCCCCC1	0	19	13	1	-1.2	-4	6	27	-22
Cc1ccc(SCc2noc(-c3c(C)noc3C)n2)cc1	-3	7	0	-2	-2.2	-4	9	21	4
C(=N\N1CCN(c2ccccn2)CC1)/c1cccc2ccccc12	1	14	15	-3	2.9	-1	21	3	6
Cc1noc(C)c1NC(=O)N(C)C[C@H]1Oc2c(NS(=O)(=O)c3cn(C)cn3)cccc2C(=O)N([C@H](C)CO)C[C@@H]1C	-2	-8	-6	0	1.1	0	5	-1	-5
Cc1ccc(S(=O)(=O)Nc2ccc3ccccc3n2)cc1	0	37	21	1	2.6	4	20	-3	22
O=C(Nc1cccnc1Cl)c1ccc(S(=O)(=O)N2CCCCCC2)cc1	0	36	29	0	-0.1	-3	-2	-25	8
O=C(Nc1ccc2nc(N3CCOCC3)sc2c1)c1ccc(F)cc1	-1	13	7	-1	4.8	-5	21	-24	10
CC1CCCCC12NC(=O)N(CC(=O)NCC(=O)Nc1ccc(F)c(F)c1F)C2=O (stereo not drawn)	-1	21	18	2	1.2	-1	2	5	12
Cc1nonc1NC(=O)CSc1nc2ccccc2o1	-1	38	19	1	1.6	-4	12	1	16
O=C(COC(=O)CCSc1ccc(F)cc1)NCc1ccc(F)cc1	-3	12	11	7	0.8	-4	18	14	-11
CC(=O)c1sc2nsc(SCCN3CCCC3)c2c1N	2	-10	-3	3	1.6	0	6	2	3
CCC(=O)c1cn([C@H](CCC(OC)OC)CC(=O)OC(C)(C)C)cc1CC	-4	13	14	1	-2.8	-5	-4	10	15
NC(=O)C1CCN(C2CC(=O)N(c3ccc(F)c(Cl)c3)C2=O)CC1 (stereo not drawn)	-1	45	53*	-1	-1.7	-4	17	17	35
O=C(COC(=O)C1CC2C=CC1C2)Nc1cccc(S(=O)(=O)N2CCCCCC2)c1 (stereo not drawn)	-1	37	49*	-5	0.6	4	5	10	38
CC1CN(C(=O)/C(C#N)=C2\N=C(NC(=O)c3ccc(F)cc3)c3ccccc32)CC(C)O1 (stereo not drawn)	-1	15	28	0	2.9	7	18	28	4
COCc1[nH]nc2c1C(c1ccc(OC)c(OC)c1)C(C#N)=C(N)O2 (stereo not drawn)	-2	12	3	2	1.3	7	5	17	2
Cc1c(C)c2ccc(OCC(=O)N(C)C)c(C)c2oc1=O	0	20	12	-1	1.3	0	-18	-28	2
